MITF primary: human MITF inhibition, primary screen; O75030; AlphaScreen MITF homodimerization, bead proximity signal; inhibition, % at 2.6 µM; actives 0.91% (n = 650,000); AID 1259374; in the data active means inhibition above about 50%;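 further: 0% = vehicle wells with protein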
GPR151 activ: human GPR151 activation; Q8TDV0; PathHunter beta-arrestin GPR151 cells, luminescence; activation, % at 11.2 µM; actives 1% (n = 650,000); AID 1508602; in the data active means activation above about 4.9%;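 further: 0% = median of compound wells and 100% = cells with positive control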
Target sequence (Q8TDV0 whole entry, looked up): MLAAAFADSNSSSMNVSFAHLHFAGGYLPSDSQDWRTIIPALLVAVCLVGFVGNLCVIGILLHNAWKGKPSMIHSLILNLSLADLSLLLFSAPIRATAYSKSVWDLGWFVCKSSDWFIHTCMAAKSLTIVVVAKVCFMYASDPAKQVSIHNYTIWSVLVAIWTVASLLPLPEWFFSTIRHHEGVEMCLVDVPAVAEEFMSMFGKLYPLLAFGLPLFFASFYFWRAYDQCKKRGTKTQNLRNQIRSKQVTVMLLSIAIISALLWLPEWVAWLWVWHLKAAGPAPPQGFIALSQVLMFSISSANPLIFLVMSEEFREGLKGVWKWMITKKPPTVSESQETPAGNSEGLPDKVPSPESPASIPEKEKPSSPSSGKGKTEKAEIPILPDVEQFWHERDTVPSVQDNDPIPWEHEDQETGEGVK
FBW7 activator: human FBW7 E3 ligase activation, primary screen. Q969H0. AlphaScreen FBW7–phospho-cyclin E peptide binding, activator screen. normalized activity (activation), % at 26.1 µM. actives 0.13% (n = 650,000). AID 1259310; in the data active means normalized activity above about 1.9%;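 further: purified mutant Fbw7 with reduced substrate affinity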
Target sequence (Q969H0 whole entry, looked up): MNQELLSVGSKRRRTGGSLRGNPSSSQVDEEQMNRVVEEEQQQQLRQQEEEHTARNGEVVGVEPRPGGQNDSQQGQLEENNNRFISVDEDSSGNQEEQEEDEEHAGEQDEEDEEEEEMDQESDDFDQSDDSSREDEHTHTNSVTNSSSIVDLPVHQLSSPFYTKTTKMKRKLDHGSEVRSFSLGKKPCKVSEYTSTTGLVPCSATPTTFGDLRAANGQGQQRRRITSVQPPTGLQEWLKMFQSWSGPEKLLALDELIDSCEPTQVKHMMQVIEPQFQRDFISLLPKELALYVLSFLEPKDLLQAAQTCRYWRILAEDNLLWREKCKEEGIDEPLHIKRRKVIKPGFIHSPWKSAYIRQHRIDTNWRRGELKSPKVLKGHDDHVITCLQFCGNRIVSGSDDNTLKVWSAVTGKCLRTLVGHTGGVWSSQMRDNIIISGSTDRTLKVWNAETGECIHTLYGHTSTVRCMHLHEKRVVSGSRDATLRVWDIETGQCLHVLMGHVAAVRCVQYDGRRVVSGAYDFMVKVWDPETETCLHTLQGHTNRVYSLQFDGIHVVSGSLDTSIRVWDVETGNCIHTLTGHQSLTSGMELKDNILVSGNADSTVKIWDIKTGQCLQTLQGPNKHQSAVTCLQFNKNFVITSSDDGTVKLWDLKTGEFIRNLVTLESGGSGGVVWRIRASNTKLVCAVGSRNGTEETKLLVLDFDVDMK
TEAD-YAP inh: TEAD-YAP interaction inhibition. AID 1259422. HEK-TIYL cells, TEAD-Gal4/YAP UAS-luciferase luminescence. inhibition, % at 9.12 µM. actives 1.4% (n = 640,000); in the data active means inhibition above about 32%;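 further: 0% = median of test compound wells and 100% = reference inhibitor wells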
* marks the source's active call; other numbers are inactive results.

A first look (2 entries):
SMILES | MITF primary | GPR151 activ | FBW7 activator | TEAD-YAP inh
Cc1nc(NC(=O)CCC2CCCC2)sc1C | 6 | 1.4 | -0.1 | -54
COC(=O)c1nc(NC(=O)c2cccc(Br)c2)n[nH]1 | -5 | -0.5 | 0.1 | 3

All compounds of this part, repeating the preview:
SMILES | MITF primary | GPR151 activ | FBW7 activator | TEAD-YAP inh
Cc1nc(NC(=O)CCC2CCCC2)sc1C | 6 | 1.4 | -0.1 | -54
COC(=O)c1nc(NC(=O)c2cccc(Br)c2)n[nH]1 | -5 | -0.5 | 0.1 | 3
Cc1cccc(NC(=O)C2C3CCCCC32)c1 (configuration not stated) | 1 | -1.0 | 0.0 | -39
Cc1ccc(-c2nc3cc(Cl)ccc3c(=O)o2)cc1C | -8 | -1.9 | 0.1 | -47
O=C(COc1ccc(Cl)cc1Cl)N1CCC(Cc2ccccc2)CC1 | -7 | 0.9 | 0.0 | 4
CCOc1cc(/C=C2/C(=N)N3N=C(C(C)C)SC3=NC2=O)ccc1OCCOc1cccc(C)c1 | -7 | 0.0 | -0.2 | 22
CC1CCN(CCNC(=O)c2ccc(CNc3nc(=S)[nH]c4ccccc34)cc2)CC1 | 19 | -0.9 | -0.2 | 2
COc1ccc2c(C)nc(N3CCC(N(C)Cc4ccsc4)CC3)nc2c1 | 1 | 0.4 | 0.1 | -6
c1cc2cc(Cc3ccc4[nH]ccc4c3)ccc2[nH]1 | 8 | 0.8 | 0.2 | 9
CC(=O)Nc1ccc(CN2CCc3nnc(C(C)NC(=O)C(C)C)n3CC2)cc1 (configuration not stated) | 7 | -0.1 | 0.0 | -13
COc1ccc(S(=O)(=O)NC(CC(=O)N2CCOCC2)c2ccco2)cc1 (configuration not stated) | 6 | 0.1 | -0.1 | 5
Cc1ccc(Oc2cccc(NC(=O)Nc3ccccc3F)c2)nn1 | -8 | -1.7 | -0.1 | -18
Cc1ccc(NC(=O)Cc2nc(COC(=O)Cc3ccc4c(c3)OCCO4)cs2)cc1 | 7 | 0.0 | 0.0 | -2
O=C(CC(F)(F)F)N1CCCC(N2CCN(c3ccccc3)CC2)C1 (configuration not stated) | 8 | 0.1 | 0.1 | 1
COc1cc(/C=N/NC(=O)C(C)Sc2nc(C)cc(C)n2)ccc1O (configuration not stated) | 20 | 0.3 | 0.0 | 2
CCN(CC)c1ncnc2sc(C(=O)Nc3cccc(OC)c3)c(C)c12 | 0 | 0.1 | 0.1 | -32
O=C(Nc1ccc(Cl)cc1)N1CCOCC1 | 10 | 0.4 | -0.1 | 1
O=c1ccn(-c2ccc(Cl)cc2)cc1 | 0 | 0.8 | -0.1 | -10
CCNC(=O)N1c2cc(C)ccc2C(C)=CC1(C)C | 3 | 1.2 | 0.5 | 8
COc1ccc(C(=O)NCc2ccc3c(c2)OCO3)cc1 | 2 | 0.5 | 0.0 | 10
COc1ccccc1C(=O)NNC(=O)c1ccc(I)cc1 | -7 | -0.5 | 0.0 | -8
CN1C(=O)NC(c2ccc(Cl)cc2)C(C(=O)c2cccs2)C1(O)C(F)(F)F (configuration not stated) | -4 | 1.1 | 0.2 | -14
CCN(CC)c1nc(NCCc2ccc(O)cc2)nc(N2CCN(Cc3ccc4c(c3)OCO4)CC2)n1 | 12 | 1.6 | 0.0 | 12
O=C(/C=C/c1ccc2c(c1)OCO2)OCc1nc2ccccc2s1 | -11 | 1.4 | -0.1 | -14
CN(CCC#N)C(=S)Nc1ccc(Oc2ccccc2)cc1 | 1 | 4.0 | -0.2 | 11
Cc1c(C(=O)NC2CC2)cccc1[N+](=O)[O-] | 13 | -1.2 | 0.5 | 7
O=C(Nc1ccc(O)c(-c2nc3ccccc3s2)c1)c1ccc([N+](=O)[O-])cc1 | 7 | -0.3 | 0.0 | -4
CC1=C(C#N)C(c2cccc(Cl)c2Cl)C(C#N)=C(C)N1 | 8 | 1.0 | 0.0 | 0
COC(=O)c1nnn(CC(=O)Nc2ccc(OC)c(Cl)c2)c1C(=O)OC | 2 | -0.4 | 0.0 | 4
Cc1cc(NC(=O)N2CCC(CN3CCCCC3)CC2)ccc1Br | 4 | 0.1 | 0.6 | 12
COc1cccc(NC(=O)/C=C/c2cccc(Cl)c2)c1 | -10 | -0.8 | -0.1 | -63
Cc1cc(C)c2nc(Nc3nc(C)c(C)c(=O)[nH]3)nc(C)c2c1 | 15 | -0.3 | 0.7 | -4
NNC(=O)c1c(O)c2c([nH]c1=O)CCCC2 | 10 | -1.6 | 0.2 | -2
C=CCN1CCN(C(=O)c2cccnc2)C(C(=O)NCc2ccccc2)C1 (configuration not stated) | 3 | -0.1 | 0.1 | 1
O=C1CC(N2CCN(c3ncccn3)CC2)C(=O)N1CCc1ccccc1 (configuration not stated) | 3 | -0.5 | -0.1 | 0
CC(C)Sc1nnc(Nc2ccccc2)s1 | 8 | -2.1 | 0.0 | -59
O=C(NCCN1CCOCC1)c1cnc(NCc2ccc3c(c2)OCO3)s1 | 12 | 0.4 | -0.1 | 3
Cc1ccc(C(=O)CC(=O)C(=O)Nc2ncccc2O)c(C)c1 | -24 | 8.3* | -0.7 | 5
COC(=O)c1ccc(C(=O)OC)c(N2C(=O)CCC2=O)c1 | -6 | 0.7 | 0.0 | 3
COc1cccc(OC)c1C(=O)NNc1nc2c(C)cc(C)cc2s1 | -7 | -1.1 | 0.6 | 0
COc1ccc(CCNC(=O)c2cnc(-c3ccc(OC)nc3)s2)cc1 | -4 | -3.3 | 0.0 | 9
CN1CCN(C(=O)c2nc3nc(-c4cccs4)cc(C(F)(F)F)n3n2)CC1 | 5 | -1.9 | -0.3 | -17
COc1cc(Nc2nc(Nc3ccc(C(F)(F)F)cc3)nc3c2ncn3Cc2ccc(C(F)(F)F)cc2)cc(OC)c1OC | -2 | 1.0 | 0.1 | 6
CC1(C)CC2CC(C)(CN2C(=O)c2cc(-c3ccc4c(c3)OCO4)on2)C1 (configuration not stated) | 3 | -0.5 | 0.0 | 1
CC(C)CC(NC(N)=O)C(=O)OCCCC(=O)c1ccc(Br)cc1 (configuration not stated) | 4 | 2.0 | 0.0 | -3
Cc1cc2c(cc1C)NC(c1ccc([N+](=O)[O-])s1)C1=C(CC(C)(C)CC1=O)N2 (configuration not stated) | 7 | -0.3 | -0.1 | 6
COc1ccc(S(=O)(=O)N(C)CC(=O)NCCc2ccc(OC)c(OC)c2)cc1C | 10 | -1.0 | 0.9 | 6
COc1ccc(CCNC(=O)CN(c2cc(Cl)cc(Cl)c2)S(C)(=O)=O)cc1 | -5 | 0.7 | 0.0 | 8

Part of the list above with just FBW7 activator, MITF primary and GPR151 activ.
| canonical_smiles | FBW7 activator | MITF primary | GPR151 activ |
| --- | --- | --- | --- |
| O=C(NCCN1CCOCC1)c1cnc(NCc2ccc3c(c2)OCO3)s1 | -0.1 | 12 | 0.4 |
| Cc1ccc(C(=O)CC(=O)C(=O)Nc2ncccc2O)c(C)c1 | -0.7 | -24 | 8.3* |
| COC(=O)c1ccc(C(=O)OC)c(N2C(=O)CCC2=O)c1 | 0.0 | -6 | 0.7 |
| COc1cccc(OC)c1C(=O)NNc1nc2c(C)cc(C)cc2s1 | 0.6 | -7 | -1.1 |
| COc1ccc(CCNC(=O)c2cnc(-c3ccc(OC)nc3)s2)cc1 | 0.0 | -4 | -3.3 |
| CN1CCN(C(=O)c2nc3nc(-c4cccs4)cc(C(F)(F)F)n3n2)CC1 | -0.3 | 5 | -1.9 |

Remaining list, next part
SMILES | MITF primary | GPR151 activ | FBW7 activator | TEAD-YAP inh
O=[N+]([O-])c1ccc(N2CCN(Cc3ccccc3)CC2)s1 | 4 | 0.0 | 0.2 | 3
COC(=O)c1c(NC(=O)CCN2C(=O)c3ccccc3C2=O)sc2c1CCC2 | 12 | 0.1 | 0.2 | 1
COCCn1c(=O)[nH]c2nc(-c3ccc4c(c3)OCO4)cnc21 | 7 | 0.4 | -0.3 | 0
CC(=O)N1CCSc2cc(S(=O)(=O)N3CCCCCC3)ccc21 | -8 | 1.2 | -0.1 | 8
Cc1ccccc1C(=O)NNC(=O)C(=O)Nc1cccc(Cl)c1C | 14 | -0.3 | 0.1 | 14
COc1ccc(NC(=O)CSc2nc(-c3ccccc3)cc(-c3cc(OC)c(OC)c(OC)c3)c2C#N)c(OC)c1 | 2 | -0.4 | 0.5 | 10
COc1ccc(NC(=O)/C=C/c2ccc(Br)cc2)c([N+](=O)[O-])c1 | -11 | 1.4 | -0.1 | 0
CCOC(=O)C1(C)NC(c2ccccc2F)C2C(=O)N(c3cccc(C(C)=O)c3)C(=O)C21 (configuration not stated) | 1 | 0.3 | -0.3 | -9
Cc1ccc(/C=C2\SC(=S)N(CC(=O)Nc3ccc([N+](=O)[O-])cc3O)C2=O)cc1 | 13 | -1.9 | 0.6 | 2
CC(C)(C)CNC(=O)c1cnc2scc(-c3ccc(Cl)s3)n2c1=O | 9 | -0.3 | -0.1 | -4
CCCNC(=O)Cn1cnc2sc(C(=O)Nc3cccc(NC(C)=O)c3)c(C)c2c1=O | 12 | -1.8 | 0.8 | 15
COc1ccc(CCn2c(SCc3cccnc3)nc3ccsc3c2=O)cc1OC | 14 | 1.2 | 0.3 | 1
CC1CCN(C2=NN3C(=N)/C(=C\c4ccc(N(C)C)cc4)C(=O)N=C3S2)CC1 | 6 | 0.4 | 0.2 | 13
CCOc1ccc(/C=C/C(=O)Nc2cc([N+](=O)[O-])ccc2C)cc1OC | -12 | 6.5* | -0.1 | 8
O=C1c2cccc([N+](=O)[O-])c2C(=O)N1c1ccc(Br)cn1 | 4 | 1.3 | -0.1 | 0
C=CCOc1ccc(/C(O)=C2\C(=O)C(=O)N(CCCN3CCOCC3)C2c2cccc(Oc3ccccc3)c2)cc1C (configuration not stated) | 19 | 1.0 | 0.4 | 2
CCN(CC)CCC(=O)c1ccc(OC)c(OC)c1 | 2 | -0.9 | 0.4 | 5
CC(C)(C)CC(=O)NC(=S)Nc1ccccc1 | 5 | 1.3 | -0.1 | -4
CCOC(=O)c1cnc2c(OC)cccc2c1N1CC(C)CC(C)C1 (configuration not stated) | 10 | -0.3 | -0.1 | 1
NCC(=O)c1ccc(-c2ccccc2)cc1 | -12 | -1.3 | 0.1 | -6
Cc1cccc(NC(=O)c2ccc3c(c2)C(=O)N(c2cccc(N4C(=O)c5ccc(C(=O)Nc6cccc(C)c6C)cc5C4=O)n2)C3=O)c1C | 9 | 0.1 | 0.2 | -6
Cc1nc(-c2c(C(F)(F)F)oc3c(CN(C)C)c(O)ccc3c2=O)cs1 | -2 | 5.1* | -0.1 | 10
COc1ccc(OC)c(N/C=C/C(=O)c2ccc(C)cc2)c1 | 1 | 0.7 | 0.0 | -72
CNC(=O)c1ccccc1Nc1cc(NC(=O)Cc2c(Cl)cccc2Cl)ncc1C(F)(F)F | 12 | -0.8 | 0.2 | 56*
O=C(NCCc1c[nH]c2ccccc12)/C(=C\c1ccco1)NC(=O)c1cccs1 | 9 | 1.4 | 0.0 | 0
COc1ccc(S(=O)(=O)Oc2ccc3c(c2)CCC3)cc1[N+](=O)[O-] | 6 | 1.5 | -0.3 | 7
CC1=NN(c2cccc(Cl)c2)C(=O)C12CC(C)=C(C)CS2(=O)=O (configuration not stated) | 8 | 1.2 | 0.1 | -10
CCOC(=O)C1CCCN(S(=O)(=O)c2cc(Cl)c(C)cc2OCC)C1 (configuration not stated) | 6 | -0.5 | 0.1 | -2
O=C(Nc1ccc(NC(=O)c2ccc(Cl)c([N+](=O)[O-])c2)cc1)c1cccc(Cl)c1 | 0 | 0.5 | 0.0 | -1
O=C(Cn1cnc([N+](=O)[O-])n1)NCc1ccccc1 | -9 | -0.2 | 0.1 | -7
Cc1nc(C#N)c(N/N=C/c2cccs2)o1 | 9 | -4.5 | 0.0 | -24
Nc1nnc(P(=O)(c2ccccc2)c2ccccc2)s1 | 13 | 1.5 | 0.1 | 7
C=CCOc1ccc(/C=C\c2nc(O)c([N+](=O)[O-])c(=O)[nH]2)cc1OCC | 25 | -0.2 | 0.3 | 2
CC(=O)N/C(=C\c1ccccc1)C(=O)NCC(=O)O | 18 | 0.8 | 0.8 | 11
O=C(Cc1ccccc1)Nc1ccccc1C(=O)OCC(=O)c1ccc(Br)cc1 | -2 | -0.1 | -0.1 | 2
O=c1[nH]c(Nc2ccc([N+](=O)[O-])cc2)cc2ccccc12 | 13 | -0.6 | -0.1 | -7
CCOc1ccccc1C1C(C(=O)OCCOC)=C(C)NC2=C1C(=O)CC(c1ccccc1)C2 (configuration not stated) | -8 | -0.9 | 0.2 | 7
Cc1cc(C)c(C)c(S(=O)(=O)Nc2ccc(C(=O)NCc3ccccn3)cc2)c1C | 11 | 0.5 | 0.9 | -5
CSc1ccccc1C(=O)N(CCn1cccn1)c1nc2ccccc2s1 | -1 | -0.5 | -0.1 | -4
Cc1cccc(NC(=O)c2c(O)c3cccc4c3n(c2=O)CC4)c1C | 9 | -1.3 | 0.6 | 7
CC(C)(C)c1csc2ncc(C(=O)NCc3cccc(Cl)c3)c(=O)n12 | -1 | -0.4 | -0.3 | -2
COCCCn1c(=N)c(C#N)cc2c(=O)n3cc(C)ccc3nc21 | 5 | 2.7 | -0.1 | 5
O=C(CSc1ccccn1)Nc1ccc(Br)c2cccnc12 | 16 | -0.5 | 0.5 | 6

4 successive entries already listed:
SMILES | MITF primary | GPR151 activ | FBW7 activator | TEAD-YAP inh
CSc1ccccc1C(=O)N(CCn1cccn1)c1nc2ccccc2s1 | -1 | -0.5 | -0.1 | -4
Cc1cccc(NC(=O)c2c(O)c3cccc4c3n(c2=O)CC4)c1C | 9 | -1.3 | 0.6 | 7
CC(C)(C)c1csc2ncc(C(=O)NCc3cccc(Cl)c3)c(=O)n12 | -1 | -0.4 | -0.3 | -2
COCCCn1c(=N)c(C#N)cc2c(=O)n3cc(C)ccc3nc21 | 5 | 2.7 | -0.1 | 5
